Bioassay records from PubChem.
Vif-APOBEC3F blk: inhibitors of Vif-A3F interaction | HeLa A3F-eYFP + Vif (tagged APOBEC3F with the HIV-1 protein that degrades it), YFP fluorescence increase | actives 0.2% (n = 390,000) | AID 602313 | Potency, µM (highest dose often 46.1 µM), inactives show at the top dose activity, negative = active; further: potency means the concentration at half of the fitted maximal effect; % of control where 0% means no effect; nearly all actives have a fitted effect of over 65% in size
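HeLa cells stably expressing A3F-eYFP plus Vif, plated and incubated overnight at 37 deg C, then exposed to compounds overnight at 37 deg C. Blocked degradation read as raised yellow fluorescence (Ex 488/Em 500-530).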
GRP78 ERSR act: inducers of ER stress response in human glioma cells | U87-MG GRP78 promoter luciferase reporter, 16 h | Potency, µM, inactives show top-dose activation, usual class: activators | actives 0.02% (n = 420,000); further: potency means the concentration at half of the fitted maximal effect; series mostly up to about 76 µM; % of control where 0% means no effect; nearly all actives have a fitted effect of over 35% in size
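ERSR induction read as luciferase luminescence (Bright-Glo, 10 min at room temperature) in stably transfected human U87-MG glioma cells exposed to compounds for 16 h, using GRP78 as sensor.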
RGS4 inh: inhibitors of human regulator of G protein signaling 4; P49798; Transcreener GDP fluorescence polarization, RGS4-accelerated GTP hydrolysis; Potency, µM (top dose mostly 114 µM), for the others: at the highest dose activity change, negative = inhibition, usual class: inhibitors; actives 0.039% (n = 390,000); further: potency means the concentration at half of the fitted maximal effect; on the % scale 0 is the no-effect control and ±100 the full control effect; nearly all actives have a fitted effect of over 75% in size; some results filed as inactive show a strong effect at the top dose
Target sequence (P49798 whole entry, looked up): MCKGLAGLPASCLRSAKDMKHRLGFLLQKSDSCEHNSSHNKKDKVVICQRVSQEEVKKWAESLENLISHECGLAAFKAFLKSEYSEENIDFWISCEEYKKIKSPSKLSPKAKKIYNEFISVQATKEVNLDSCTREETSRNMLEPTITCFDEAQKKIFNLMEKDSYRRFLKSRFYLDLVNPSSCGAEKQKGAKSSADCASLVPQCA
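MLSMR compounds (23 nl, pin-transferred) preincubated 10 min at room temperature with a 500nM (2x) first reagent, then RGS4 at 900nM (2x) plus Transcreener GDP mix added; fluorescence polarization (620/688 nm) read before and after 90 min at 30 °C.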
Vif-APOBEC3G blk: inhibitors of Vif-APOBEC3G interaction; AID 602310; actives 0.076% (n = 410,000); Q9HC16; HeLa A3G-eYFP + Vif (tagged APOBEC3G with the HIV-1 protein that degrades it), YFP fluorescence, overnight; Potency, µM (series often up to 46.1 µM), inactives show at the highest dose activity, negative = active, actives largely listed as inhibitors;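 further: potency means the concentration at half of the fitted maximal effect; on the % scale 0 is the no-effect control and ±100 the full control effect; nearly all actives have a fitted effect of over 60% in size; hits raise eYFP signal because A3G escapes Vif-driven loss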
Target sequence (Q9HC16 whole entry, looked up): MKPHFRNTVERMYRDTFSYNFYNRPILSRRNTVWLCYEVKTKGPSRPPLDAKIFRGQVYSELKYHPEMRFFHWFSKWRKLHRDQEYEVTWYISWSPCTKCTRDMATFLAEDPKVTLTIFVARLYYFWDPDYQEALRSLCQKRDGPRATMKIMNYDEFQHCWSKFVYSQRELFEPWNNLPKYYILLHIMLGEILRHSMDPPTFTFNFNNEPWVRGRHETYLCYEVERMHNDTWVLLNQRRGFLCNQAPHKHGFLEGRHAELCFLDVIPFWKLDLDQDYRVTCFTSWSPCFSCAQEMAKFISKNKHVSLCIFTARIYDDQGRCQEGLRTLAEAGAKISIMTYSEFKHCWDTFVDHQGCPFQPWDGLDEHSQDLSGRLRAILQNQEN
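Read-out is eYFP fluorescence (Ex 488/Em 500-530) from Vif-expressing HeLa A3G-eYFP cells; more signal means A3G escaped Vif-mediated degradation. Cells plated overnight, compound pinned in, incubated overnight at 37 deg C.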
mIDH1 inhibitor: human IDH1 R132H inhibition; O75874; IDH1-R132H enzyme, NADPH consumption, diaphorase/resazurin fluorescence; Potency, µM (top dose mostly 76.6 µM), inactives show at the highest dose activity change, negative = inhibition, usual class: inhibitors; AID 602179; actives 0.093% (n = 390,000); further: potency means the concentration at half of the fitted maximal effect; on the % scale 0 is the no-effect control and ±100 the full control effect; nearly all actives have a fitted effect of over 65% in size
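IDH1-R132H (0.5 ug/mL) preincubated 30 min with compound, then NADPH (0.016 mM) and alpha-KG (2 mM) added; 80 min at RT, pH 7.5. Remaining NADPH coupled via diaphorase/resazurin to fluorescence (540/590 nm); concentration-response curves normalized to no-enzyme control.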
TrxR1 inh: blocks rat thioredoxin reductase 1. Potency, µM (highest dose often 114 µM), for the others: at the top dose activity change, negative = inhibition, most hits filed as inhibitors. recombinant rTrxR1, NADPH fluorescence consumption, selenite substrate. actives 1% (n = 390,000). AID 588453; further: potency means the concentration at half of the fitted maximal effect; on the % scale 0 is the no-effect control and ±100 the full control effect; nearly all actives have a fitted effect of over 65% in size
Target sequence (O89049 whole entry, looked up): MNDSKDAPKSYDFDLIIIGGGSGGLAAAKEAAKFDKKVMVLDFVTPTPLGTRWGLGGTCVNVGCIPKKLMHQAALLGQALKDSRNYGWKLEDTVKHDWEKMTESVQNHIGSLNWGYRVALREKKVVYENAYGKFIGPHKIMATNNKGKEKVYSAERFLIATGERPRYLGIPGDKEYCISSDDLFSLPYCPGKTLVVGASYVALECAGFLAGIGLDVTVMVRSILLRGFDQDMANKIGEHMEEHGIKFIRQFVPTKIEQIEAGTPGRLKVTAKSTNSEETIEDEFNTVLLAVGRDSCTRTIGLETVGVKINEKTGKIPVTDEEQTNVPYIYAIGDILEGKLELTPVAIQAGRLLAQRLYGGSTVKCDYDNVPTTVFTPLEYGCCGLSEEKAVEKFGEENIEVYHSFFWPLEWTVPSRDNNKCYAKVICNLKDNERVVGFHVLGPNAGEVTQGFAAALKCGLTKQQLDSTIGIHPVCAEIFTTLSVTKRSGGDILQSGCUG
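Rat TrxR1 (90 nM in the dispensed reagent) was pre-reduced with 400 uM NADPH for 5 min at room temperature, then incubated with compound for 15 min. After 400 uM selenite was added, NADPH fluorescence (Ex 340/Em 450 nm) was followed for 8 min.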
LDHA inh: LDHA (human) enzyme inhibition. purified LDHA, NADH/diaphorase-resazurin fluorescence; hits give low values. AID 1347041. P00338. actives 0.15% (n = 480,000). activity change, % (values are at about 110 or 230 µM); in the data active means activity change below about -30%; inconclusive means mostly about -25% to -30%;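 further: plate controls were DMSO wells for no effect and wells without enzyme for full effect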
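Human LDH5 (2 nM) was incubated with 0.06 mM NADH and 0.2 mM pyruvate for 5 min at room temperature in Tris pH 7.4. Remaining NADH was coupled through diaphorase/resazurin, and resorufin fluorescence was read at 0 and 20 min.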
TrxR1 substrate: rat thioredoxin reductase 1 substrate activity | Potency, µM (doses to about 114 µM), for inactives: at the top dose activity change, negative = substrate turnover | O89049 | actives 0.01% (n = 390,000) | purified TrxR1 substrate turnover, NADPH consumption readout; further: potency means the concentration at half of the fitted maximal effect; on the % scale 0 is the no-effect control and ±100 the full control effect; nearly all actives have a fitted effect of over 50% in size
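Rat TrxR1, dispensed at 90 nM, was prereduced with 400 uM NADPH (final) for 5 min at ~22 deg C, then incubated with compound 15 min before 400 uM selenite. A first-read NADPH fluorescence drop versus no-compound background flagged substrates.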
USP1 inh: inhibitors of human USP1/UAF1 deubiquitinase. O94782. recombinant USP1/UAF1, Ub-Rhodamine cleavage fluorescence. Potency, µM (top dose mostly 57.1 µM), for inactives: at the highest dose activity change, negative = inhibition, usual class: inhibitors. actives 0.23% (n = 390,000). AID 743255; further: potency means the concentration at half of the fitted maximal effect; on the % scale 0 is the no-effect control and ±100 the full control effect; nearly all actives have a fitted effect of over 60% in size; inactives centre near -12
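USP1/UAF1 complex at 1 nM was preincubated with compound for 15 min at room temperature, then Ub-Rho substrate (150nM final) was added. Fluorescence (480/540 nm) was read kinetically, 6 reads every 60 seconds.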
Numbers without * were called inactive; u = inconclusive; x = not tested or not shown; & = joins results of further samples; [ ] = remark or other dose. Unless noted, the call rests on the fitted dose curve; in most records, active means well fitted curve in the direction sought with a large enough effect; inconclusive means small, poorly fitted or top-dose-only effect, or another doubt; inactive means no such curve, though single readings can be large; an effect the other way counts as inactive or inconclusive.

The first two entries as a preview:
SMILES | Vif-APOBEC3F blk | GRP78 ERSR act | RGS4 inh | Vif-APOBEC3G blk | mIDH1 inhibitor | TrxR1 inh | LDHA inh | TrxR1 substrate | USP1 inh
Cc1ccccc1OCC(=O)NCC(=O)OCc1ccc2ccccc2c1 | x | -2% | -11% | 0% | x | 3% | -4 | 0% | x
COc1cc(C(=O)Nn2c(O)c(C3=c4ccccc4=NC3=O)sc2=S)ccc1O | -8% | 3% | -38% | 1% | -4% | -17% | 7 | -4% | u

The listing (from the top)
SMILES | Vif-APOBEC3F blk | GRP78 ERSR act | RGS4 inh | Vif-APOBEC3G blk | mIDH1 inhibitor | TrxR1 inh | LDHA inh | TrxR1 substrate | USP1 inh
Cc1ccccc1OCC(=O)NCC(=O)OCc1ccc2ccccc2c1 | x | -2% | -11% | 0% | x | 3% | -4 | 0% | x
COc1cc(C(=O)Nn2c(O)c(C3=c4ccccc4=NC3=O)sc2=S)ccc1O | -8% | 3% | -38% | 1% | -4% | -17% | 7 | -4% | u
N#CC(C#N)=Cc1cccn1-c1ccc(S(N)(=O)=O)cc1 | -9% | -2% | -18% | 1% | 4% | -39% | -3 | -11% | u
O=C1c2ccccc2C(=O)N1CSc1nnc2c3ccccc3n(CCc3ccccc3)c2n1 | 2% | -7% | -6% | -2% | -2% | 19%[57.1 µM] | -8 | 12%[57.1 µM] | -19%
Cc1cnc(NC(=O)C2CCCC2)s1 | x | -4% | 0% | -4% | 5% | -19% | -8 | -14% | -13%
CNC(=S)N/N=C(\C)c1cccc([N+](=O)[O-])c1 | u | -3% | 5% | 0% | 5% | 1%[57.1 µM] | -9 | 3%[57.1 µM] | -3%
O=C(CCNS(=O)(=O)c1ccccc1C(F)(F)F)N1CCN(C(c2ccccc2)c2ccccc2)CC1 | 10% | -1% | 11% | 1% | 0% | 9% | -4 | 2% | -12%
COCC(=O)Nc1ccc(N(C)C)cc1 | 6% | -14% | -11% | -9% | 5% | 23%[57.1 µM] | 13 | 8%[57.1 µM] | -14%
O=C(CNC(=S)N(Cc1ccccc1F)C1CCCCC1)NC1CC1 | -3% | -1% | -15% | 1% | 5% | 13% | -5 | 4% | -15%
CCOCCCNC(=O)c1ccc(/C=C2\Oc3ccccc3N(C)C2=O)cc1 | 3% | -3% | -16% | 1% | 5% | 2% | 0 | 37%[activator] | -18%
CCCCNC(=O)C1CCCN(S(=O)(=O)CCC)C1 (stereo not drawn) | 0% | -4% | 8% | 4% | 26% | 18%[57.1 µM] | -20 | 4%[57.1 µM] | -13%
CCc1c(O)nc(SC2CC(=O)N(c3ccc(F)c(Cl)c3)C2=O)[nH]c1=O (stereo not drawn) | 1% | -3% | -16% | -5% | -10% | 6% | -2 | 108%[activator] | -23%
Cc1ccc(OCCC(=O)Nc2c(C)n(C)n(-c3ccccc3)c2=O)cc1 | 2% | -3% | -17% | -1% | 6% | 7% | -1 | 4% | -18%
NS(=O)(=O)c1ccc(NC(=O)c2ccc3c(c2)OCO3)cc1 | -11% | 1% | -31% | 0% | 5% | 3%[57.1 µM] | -6 | 6%[57.1 µM] | -21%
COc1ccc(/C(C)=N/NC(=O)c2ccncc2)cc1[N+](=O)[O-] | -6% | 2% | -8% | -3% | 7% | 4%[57.1 µM] | -3 | 6%[57.1 µM] | -5%
Cc1nc(C(=O)Nc2cccc(Cl)c2)nn1-c1cc(OC(C)C)c(Cl)cc1Cl | 1% | 0% | -30% | 0% | 11% | 7% | -2 | 6% | -12%
Cn1cnnc1SCC(=O)Nc1ccccc1C(=O)NC1CC1 | 1% | -1% | 10% | 0% | 2% | 15%[57.1 µM] | -6 | 11%[57.1 µM] | -9%
Cc1ccc(C23CC4CC(CC(C(=O)N5CCN(C)CC5)(C4)C2)C3)cc1 | u | 0% | -2% | 0% | 0% | 13% | 0 | 3% | -14%
O=C(CN1C(=O)C2C3C=CC(C3)C2C1=O)N1CCc2ccccc2C1 (stereo not drawn) | -11% | -1% | 16% | -1% | 1% | -6% | 1 | 9%[57.1 µM] | -22%
Cc1ccc(NC(=O)CO/N=C/c2ccc(N(C)C)cc2)cc1 | 25µM* | 1% | -6% | u | 7% | 15%[57.1 µM] | 3 | -11%[57.1 µM] | -19%
CCN(CC)c1ccc(C=C2C(=O)OC3(CCCC3)OC2=O)cc1 | -4% | -2% | -7% | -4% | 8% | u | 1 | -12% | -8%
CC(=O)N(C(C)=O)N1C(=O)c2cccc3c(N4CCOCC4)ccc(c23)C1=O | -17% | -3% | 34%[56.9 µM] | -10% | 0% | -7% | -3 | -13% | -17%
COc1cc2c(cc1OC)CN(c1nc(-c3cccnc3)nc3ccccc13)CC2 | -38% | -4% | -15% | -4% | u | 10% | -2 | 4%[57.1 µM] | -21%
O=C(Nc1cccc(-c2cn3ccccc3n2)c1)c1cnccn1 | -9% | -6% | -36% | 1% | 4% | -22% | -5 | -18% | -9%
COCCOC(=O)c1c(NC(=O)CN2CCc3ccccc32)sc(C(N)=O)c1C | 2% | 2% | -23% | -9% | -3% | 4% | 0 | -3% | -21%
Cc1ccccc1C(=O)Nc1ccccn1 | x | 3% | 1% | -1% | -1% | 12% | 1 | 4% | -21%
Cc1nn(-c2ccccc2)c(N2CCCC2)c1/C=N/Nc1ccc(S(N)(=O)=O)cc1[N+](=O)[O-] | 2% | -5% | -1% | 5% | 2% | 3%[57.1 µM] | -1 | -4% | -4%
Cc1cccc(C)c1NC(=O)Cn1c(=O)n(Cc2ccc3c(c2)OCO3)c(=O)c2oc3ccccc3c21 | -12% | -4% | 5% | 2% | -5% | 16% | -3 | 5% | 10%
COC1C(CO)OC(n2cnc3c(=S)nc(N)[nH]c32)C1O (stereo not drawn) | -3% | -4% | -7% | 2% | 0% | u | 0 | -17% | -6%
CCc1nnc(NC(=O)Cc2ccc(OC)c(S(=O)(=O)N3CCOCC3)c2)s1 | 0% | -5% | x | 1% | -1% | x | 1 | x | -21%
CCCC1CCc2c(c3ccccc3[nH]c2=O)O1 (stereo not drawn) | 1% | -4% | -13% | -6% | 1% | -4%[57.1 µM] | -5 | 6%[57.1 µM] | 3%
Cc1cccc(NC(=S)N(Cc2cccc(Br)c2)CC2CCC(C(=O)O)CC2)c1 (stereo not drawn) | -7% | 1% | -25% | 0% | 10% | 7% | 2 | 9% | -18%
COc1ccc(NC(=O)C(CC(=O)O)Cc2ccccc2)cc1 (stereo not drawn) | -8% | 1% | 10% | 0% | 1% | 5%[57.1 µM] | -8 | 0%[57.1 µM] | -3%
Cc1ccccc1C(=O)c1cccn1CC(=O)NCCCN1CC(C)CC(C)C1 (stereo not drawn) | -5% | -1% | -7%[11.4 µM] | 4% | 3% | 3% | -2 | 1% | -21%
C[C@H](O)Cc1cn(-c2cc3cc(C#Cc4ccsc4)ccc3oc2=O)nn1 | 3% | -2% | 4% | 1% | -19% | 5% | -3 | -2% | -14%
COc1ccc(CCN2C(=O)C(Oc3ccccc3C)C2c2ccc3c(c2)OCO3)cc1 (stereo not drawn) | -9% | -1% | 9% | 1% | 5% | 16% | -3 | 2% | -17%
O=C(c1cn[nH]c1)N1CCc2c([nH]c3ccccc23)C1c1c(F)cccc1Cl (stereo not drawn) | 3% | -3% | -30% | -20% | 4% | 10%[57.1 µM] | -3 | 2%[57.1 µM] | -18%
O=C(NNC(=O)c1cc(Cl)ccc1O)c1cccs1 | -12% | -2% | -2% | 5% | 0% | 2% | 6 | 0% | -15%
COc1ccc(CC(=O)O/N=C(\N)Cc2cccc3ccccc23)cc1OC | -8% | -1% | 10% | -2% | 4% | 3% | 5 | 3% | -5%
COc1cc(/C=C/C(=O)OCC(=O)NCC2CCCCC2)ccc1O | 4% | 0% | -6% | -1% | 5% | -29% | 7 | -1% | -3%
Cc1cc([N+](=O)[O-])nn1CC(=O)N/N=C/c1ccccc1O | -18% | 8% | 27% | -1% | 7% | 14% | -1 | 3% | -28%
CCN(CC(=O)Nc1ccccc1C(F)(F)F)C(=O)c1ccc2[nH]c3c(c2c1)CC(C)CC3 (stereo not drawn) | 2% | -1% | -5% | -3% | 20% | 11% | 2 | -4% | -9%
COCCn1cnnc1SCC(=O)Nc1sc2c(c1C#N)CCC2 | 8% | -4% | -8% | -4% | 3% | -24% | 0 | -19% | -2%
O=C(COc1ccc(Cl)cc1Cl)OCC(=O)c1ccc[nH]1 | -2% | 0% | 32% | -8% | -2% | 22% | -12&-4 | 0% | -15%
COc1ccccc1NC(=O)C1=C(C)Nc2nc(SCC(=O)c3ccc(C)cc3)nn2C1c1ccccc1C (stereo not drawn) | -4% | -5% | 0% | -1% | 9% | 24%[57.1 µM] | 0 | 1%[57.1 µM] | -12%
Cc1cccc(N2CCN(c3ncnc4onc(C)c34)CC2)c1C | -5% | -3% | -2% | 1% | -2% | 12% | -3 | 0% | -22%
COc1cccc(CNCCN2CCOCC2)c1OC | x | -3% | -39% | 1% | 5% | -9% | -5 | 4% | -6%
O=C(CSc1ccccn1)N1CCCC(Nc2ccccc2)C1 (stereo not drawn) | 2% | -4% | -10%[56.9 µM] | -4% | -4% | 5%[57.1 µM] | -1 | 11%[57.1 µM] | -26%

This is a subset; the hit share may differ from the screen's.
